HSF1 inh: HSF1 inhibition; NIH3T3-HGL HSE-luciferase, MG132-induced, luminescence 8 h; stronger effect = lower value; activity change, negative = inhibition, % at 7.5 µM (by protocol); actives 0.77% (n = 300,000);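 active = more than half of replicate wells show activity change below -50%, luminescence cut by over half; inconclusive = some wells, but at most half, below -50%; inactive = no replicate well below -50%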;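 also: luciferase reports HSF-1 transcriptional activity via heat shock element; 0% = median of DMSO wells and -100% = zero luminescence signal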
AI-2 QS mod: modulates the Vibrio harveyi AI-2 quorum sensing system | Vibrio harveyi JMH597 AI-2 luminescence/OD600 ratio, 9 h; stronger effect = lower value; strain lacks LuxN and CqsS sensors; 0 = neutral-control median | activity change, % at 7.5 µM | actives 0.4% (n = 300,000); in the data active = activity change below about -75%, passing the limit was not always enough; inconclusive = no clear call, values can overlap the other calls;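 also: luminescence divided by OD600 gain over 9 h not by final OD600 alone; inactives centre near 13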
PolyA inh: blocks polyadenylation in yeast reporter cells; S. cerevisiae SKY197-pL101 polyadenylation reporter, beta-gal luminescence; efflux-impaired pdr1/pdr3 knockout yeast; score 100 = 6 SD above DMSO; calls only at 12 µM; actives 0.02% (n = 300,000);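 active = lowest replicate activity score at least 50, where 100 means six control SD above control mean; inconclusive = lowest score under 50 but half or more replicates reach 50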;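 also: yeast exposed to compound for 9 h at 30 °C; higher score means more reporter readthrough which indicates perturbed polyadenylation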
HSF1 activator: increases HSF-1 driven luciferase reporter signal | activation, % at 9 µM | NIH3T3-HGL HSF-1 luciferase reporter, MG132, 8 h; 100% = twice DMSO control signal | actives 1.7% (n = 300,000);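 active = mean replicate activation of at least 50% with a set share of replicates each reaching 50%; inconclusive = only one of those two conditions met; inactive = mean below 50% and too few replicates reaching it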;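 also: 0% = median of the neutral control wells and 100% = twice that signal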
HDAC3 inhib: blocks human histone deacetylase 3 | AID 2718 | inhibition, % at 8.3 µM | actives 0.15% (n = 320,000) | O15379 | recombinant HDAC3, fluorogenic peptide/trypsin coupled, fluorescence; in the data active = inhibition above about 26%, passing the limit was not always enough; inconclusive = no clear call, values can overlap the other calls
Target sequence (O15379 whole entry, looked up): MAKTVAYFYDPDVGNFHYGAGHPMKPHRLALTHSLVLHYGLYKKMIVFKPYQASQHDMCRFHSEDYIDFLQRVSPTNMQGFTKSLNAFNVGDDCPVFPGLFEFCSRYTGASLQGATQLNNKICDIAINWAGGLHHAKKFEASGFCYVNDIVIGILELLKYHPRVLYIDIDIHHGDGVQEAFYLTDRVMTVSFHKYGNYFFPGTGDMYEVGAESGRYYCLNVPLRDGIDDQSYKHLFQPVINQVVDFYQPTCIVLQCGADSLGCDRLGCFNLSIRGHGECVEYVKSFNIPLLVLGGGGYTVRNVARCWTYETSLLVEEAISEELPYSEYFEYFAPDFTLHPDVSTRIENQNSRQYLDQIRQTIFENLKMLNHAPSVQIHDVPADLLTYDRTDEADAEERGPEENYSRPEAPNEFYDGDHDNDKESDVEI
GSK3beta inhib: human GSK3beta kinase inhibition | GST-GSK3beta kinase, ADP-Glo luminescence, 60 min; stronger effect = lower value | P49841 | actives 0.038% (n = 300,000) | activity score (negative = inhibition), % at 10 µM;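 active = more than half of replicate wells score below -50%, meaning over 50% inhibition versus plate controls; inconclusive = some replicates but at most half score below -50%; inactive = no replicate scores below -50%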;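 also: 0% = median DMSO wells and -100% = median GW8510 positive control wells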
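test system = GST-tagged human GSK3beta kinase, cell-free | reagent = 25 µM ATP with peptide substrate | dosing = one dose of 10 µM per compound | schedule = 60 min reaction, RT | detection = luminescent ADP-Glo measurement of ADP formed | control set = DMSO neutral wells and GW8510 at 20 µM as positive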
GSK3A inh: blocks human GSK-3 alpha kinase. P49840. inhibition, % at 10 µM. ADP-Glo luminescence, 60 min. actives 0.1% (n = 320,000);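 in the data active = inhibition above about 50%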;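 also: GST-tagged GSK-3 alpha with peptide substrate and 25 µM ATP; 0% = DMSO neutral wells and 100% = GW8510 positive control wells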
Target sequence (P49840 whole entry, looked up): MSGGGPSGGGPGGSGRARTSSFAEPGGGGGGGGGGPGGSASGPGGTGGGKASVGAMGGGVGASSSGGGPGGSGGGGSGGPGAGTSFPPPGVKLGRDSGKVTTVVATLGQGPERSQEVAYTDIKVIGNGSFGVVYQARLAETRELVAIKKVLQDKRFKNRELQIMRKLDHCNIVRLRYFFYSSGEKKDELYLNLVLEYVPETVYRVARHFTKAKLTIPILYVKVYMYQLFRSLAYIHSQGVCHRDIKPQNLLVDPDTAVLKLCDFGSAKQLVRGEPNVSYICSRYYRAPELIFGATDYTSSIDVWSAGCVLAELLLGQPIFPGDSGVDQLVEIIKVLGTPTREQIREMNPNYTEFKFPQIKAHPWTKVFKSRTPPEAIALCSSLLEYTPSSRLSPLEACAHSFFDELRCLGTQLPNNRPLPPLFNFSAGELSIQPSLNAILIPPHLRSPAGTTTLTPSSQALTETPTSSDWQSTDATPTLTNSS
Dyrk1A ADPGlo: inhibitors of rat Dyrk1A kinase. Q63470. ADP-Glo luminescence, NFATc1 peptide. inhibition, % at 12.5 µM. actives 0.43% (n = 310,000); in the data active = inhibition above about 50%;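 also: plate controls were vehicle with enzyme for no effect and no enzyme for full effect; many of its hits are not listed in these tables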
HSP90 refold inh: HSP90 refolding inhibition in rabbit reticulocyte lysate. luciferase refolding luminescence, 3 h. actives 0.91% (n = 290,000). AID 1789. inhibition, % at 5.6 µM;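 active = inhibition above the screen-wide mean plus 3 SD, computed separately per campaign, cut at about 16% in these data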;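 also: 0% = DMSO wells and 100% = 60 µM geldanamycin wells; inhibitors lower the luminescence because luciferase stays unfolded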
Platelet DG rel: modulates dense granule release in human platelets; human platelet-rich plasma, SFLLRN dense granule ATP release, luminescence; inhibition, %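 (compounds screened at 7.5 µM in platelet-rich plasma)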; actives 0.22% (n = 300,000); AID 1663;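 active = mean replicate score, as percent of positive control, at or above 50; inconclusive = mean below 50 but at least one replicate at or above 50; inactive = mean and every replicate below 50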
The depositor's hits bear a star; i = inactive; ? = inconclusive; . = not tested or not shown. This is a subset. The share of hits here may be higher or lower than overall.

SMILES | HSF1 inh | AI-2 QS mod | PolyA inh | HSF1 activator | HDAC3 inhib | GSK3beta inhib | GSK3A inh | Dyrk1A ADPGlo | HSP90 refold inh | Platelet DG rel
Cc1ccccc1S(=O)(=O)Cc1ccc(C(=O)NCCCN2CCCC2)o1 | -2 | 15 | i | -15 | -7 | 0 | -1 | 3 | 0 | 0
COC(=O)C1C(=O)C=C(Nc2ccc(F)cc2F)CC1c1ccc(OC)cc1 (stereo not drawn) | -3 | 15 | i | 10 | 4 | -2 | -1 | 14 | 2 | -11
CC(C)COP(=O)(c1ccc(N(C)C)cc1)C(Nc1ccccc1)c1ccccc1 (stereo not drawn) | 6 | 23 | i | 18 | ? | -1 | -1 | 6 | 1 | 2
COCCNC(=O)CN(C(=O)c1ccc(N2CCCC2)nc1)c1ccccc1 | . | 6 | i | . | 7 | 1 | -1 | 2 | -4 | 2
Cc1ccc(S(=O)(=O)NCc2ccccn2)c(C)c1C | 0 | 6 | i | -4 | -6 | 1 | -2 | 1 | -3 | 1
Cc1cc(C)c(S(=O)(=O)N2CCOCC2)c(C)c1N(C)S(=O)(=O)c1ccccc1 | -6 | 18 | i | -4 | 1 | 1 | -3 | 2 | -5 | -7
COC(=O)C1=C(C)NC(=O)CC1c1ccc(F)c(Br)c1 (stereo not drawn) | . | 11 | i | . | -1 | -2 | 1 | 0 | -4 | 3
CSc1nnc(-c2ccccc2N=Cc2c(C)[nH]n(-c3ccc4ccccc4c3)c2=O)c(=O)[nH]1 | 19 | 27 | i | 40 | 7 | -2 | -2 | 4 | 6 | 19
CNC(=O)c1ccccc1S(=O)c1ccccc1COC(C)=O (stereo not drawn) | 6 | 7 | i | 19 | -8 | -5 | 0 | -2 | -3 | -15
Cc1ccc(NC(=S)NCc2ccccc2)cc1C | 4 | -30 | i | -10 | 4 | 2 | 0 | 0 | . | 3
COc1ccccc1N1CCN(C(=O)CSc2nc3ccccc3o2)CC1 | -2 | 49 | i | 14 | 1 | 1 | 0 | 8 | 7 | -2
COc1ccc(-c2nnc(SCC(=O)Nc3cc(C)on3)o2)cc1 | 11 | 7 | i | -14 | -4 | 1 | 0 | . | -1 | 6
COc1ccc(OCC(O)CN(CCO)CC(O)Cn2ccc3ccccc32)cc1 (stereo not drawn) | 3 | 18 | i | -1 | -1 | 0 | 0 | -2 | -3 | -1
COC(=O)CSc1nc(N)c2c3c(sc2n1)CCCC3 | 6 | 17 | i | 13 | 5 | 4 | 1 | 1 | 6 | -1
CCOc1cc(CNn2cn[nH]c2=S)cc(Cl)c1OCc1ccccc1F | -2 | -1 | i | -2 | 16 | 2 | -3 | 0 | 3 | -7
CCc1cc(=O)oc2cc(C)cc(OC(C)C(=O)NCCCn3ccnc3)c12 (stereo not drawn) | 1 | 10 | i | 14 | -26 | 1 | 2 | -2 | -3 | 15
CC(=O)c1c(C(C)=O)c(C)n(-c2ccc3ncccc3c2)c1C | -4 | 4 | i | 14 | 0 | -1 | 1 | . | 3 | 6
Cc1ccc(CN2C(=O)CCC2C(=O)N2CCN(c3ccccc3)CC2)cc1 (stereo not drawn) | -2 | 15 | i | -10 | -9 | 4 | 7 | -6 | 1 | 13
Cc1ccc(C(=O)O)cc1NCc1ccncc1 | -5 | 21 | i | 14 | -2 | 3 | -1 | 2 | 1 | -7
Cc1cc(C)n(C(=O)c2sc3cc(F)ccc3c2Cl)n1 | -4 | 44 | i | 4 | 1 | 3 | -5 | . | -1 | -11
CC1CCN(CCCNC(=O)c2n[nH]c(=O)c3ccccc23)CC1 | -5 | 23 | i | 5 | -1 | 0 | 0 | . | 0 | .
CCCCSc1nc2c(c(C(F)(F)F)c1C#N)CCC2 | -2 | 17 | i | -5 | -3 | 2 | -3 | -6 | -6 | 2
Cc1coc2c1c(C)cc1oc(=O)c(CC(=O)NCCC(=O)O)c(C)c12 | -6 | 20 | i | 1 | -20 | -1 | -3 | -4 | -5 | 0
O=C(NCc1ccco1)Nc1cccc([N+](=O)[O-])c1 | 5 | 4 | i | -6 | . | 0 | . | 10 | -2 | 22
Cc1cccc(-c2nnc(SCC(=O)C(C)(C)C)n2C)c1 | 12 | 7 | i | 11 | -4 | 0 | 0 | -7 | -1 | 20
COCC1CCN(Cc2nc(Cc3ccccc3Cl)no2)CC1 | 8 | 24 | i | 12 | -7 | -1 | . | 7 | 0 | 1
CCOc1ccc(S(=O)(=O)NCc2ccc3c(c2)OCO3)cc1 | -4 | 19 | i | -14 | 0 | -1 | -1 | -3 | -2 | -18
Cc1cccc(Oc2nc(-c3ccncc3)nc3ccccc23)c1 | 1 | 11 | i | 0 | 8 | 0 | -2 | 6 | 1 | 10
CCc1ccccc1N(C(=O)c1snc(C(N)=O)c1N)C(C(=O)NCC1CCCO1)c1ccc(OC)c(OC)c1 (stereo not drawn) | 6 | 16 | i | 10 | . | 2 | . | -5 | -1 | 0
COc1cc(/C=N/NC(=O)CC23CC4CC(CC(C4)C2)C3)cc(Br)c1OCC(=O)N(C)C | -9 | 23 | i | -8 | 1 | 3 | -1 | 0 | -3 | -7
CC(C)(C)NC(=O)CSCc1ccc(Br)cc1 | 0 | -5 | i | 6 | 2 | -1 | -3 | -2 | -2 | 1
Cc1ccc(S(=O)(=O)N2CCOC23CCN(C(=O)c2ccccc2Br)CC3)cc1 | 3 | 0 | i | 15 | 2 | 3 | 1 | -3 | -1 | 0
CCOCCCn1c(=NC(C)=O)c(C#N)cc2c(=O)n3ccccc3nc21 | -4 | 28 | i | 0 | -175 | -4 | 1 | 3 | 3 | 0
CCN1CCN(C(=O)c2nn(C)c3c2CS(=O)(=O)c2ccccc2-3)CC1 | -5 | 13 | i | 1 | -4 | 1 | -2 | 2 | -8 | -6
Cc1ccc(CSc2nc3ccccc3c(=O)n2C)cc1 | -34 | 28 | i | -51 | -5 | 1 | -3 | 6 | -2 | 4
COc1cc(OC)c(C(=O)NC2CCCc3ccccc32)cc1OC (stereo not drawn) | 7 | 22 | i | 2 | 2 | 4 | 2 | -4 | -3 | -1
COC(=O)c1cnn2c(C(F)(F)F)cc(-c3ccco3)nc12 | -4 | 26 | i | -3 | -9 | -2 | 1 | 3 | 4 | 2
Cc1ccc(S(=O)(=O)N2CCOC2C(Cl)(Cl)Cl)cc1 (stereo not drawn) | -5 | 8 | . | -20 | -6 | 0 | -1 | -5 | -5 | -3
CCCCn1c(CN2CCN(C(=O)OCC)CC2)nc2c1c(=O)[nH]c(=O)n2C | -5 | 21 | i | 1 | -2 | 1 | 0 | 0 | 0 | -9
CCN(CC)C(=O)Nc1cnc2ccccc2c1 | 6 | -2 | i | 23 | -1 | -2 | -3 | -2 | -3 | 0
CC(=O)OCCn1c(C)[n+](CCOC(C)=O)c2cc(Cl)c(Cl)cc21 | -5 | 0 | i | 4 | 8 | 2 | -2 | 0 | 0 | 1
COc1ccc(S(=O)(=O)/C(C#N)=C/Nc2ccc(NC(C)=O)cc2)cc1 | -2 | 28 | i | 4 | 1 | 0 | -5 | 0 | -7 | -5
Cc1cc(C(=O)OCC(=O)Nc2nc(-c3ccccc3)cs2)c(C)o1 | -23 | 9 | i | -8 | 5 | 1 | 0 | -2 | -3 | 2
Cc1csc(NC(=O)c2cccn2C)n1 | 15 | 33 | i | 26 | 4 | -4 | 2 | -3 | -5 | 27
O=c1c2ccccc2nc(SCc2ccc([N+](=O)[O-])cc2)n1-c1ccc(Cl)cc1 | 4 | 12 | i | 12 | . | 0 | -2 | 1 | 1 | -6
Cn1cc(C(=O)c2ccc(F)cc2)cc1-c1nc2ccccc2n1C | -6 | 9 | i | -3 | 5 | 1 | 0 | 2 | 1 | -4
O=C(O)c1cc2nc3c(c(C(F)(F)F)n2n1)CCc1ccccc1-3 | 1 | 8 | i | -14 | 4 | -2 | 18 | 6 | -1 | -10
CC(C)Sc1cc(N2CCOCC2)nc(-c2ccc(Cl)cc2)n1 | -5 | 16 | i | -9 | -10 | 3 | -2 | 10 | 0 | 13
COC(=O)CCCNC(=O)c1ccc2oc(CCCc3ccccc3)nc2c1 | 10 | 5 | i | 8 | -2 | -1 | 1 | -5 | 1 | -4
COc1ccc(N2CCN(C(=O)CSc3nnc(NC(=O)C4CCC4)s3)CC2)cc1 | 1 | 3 | i | 20 | 2 | -1 | 3 | . | 3 | -6
CC1CCN(C(=O)Cn2ncc3c([nH]c4ccccc43)c2=O)CC1 | -4 | 27 | i | -26 | 10 | -1 | -1 | -3 | 0 | 2
Cc1cc(C)n(-c2ccc(C(=O)Nc3cc(C(F)(F)F)ccc3N3CCOCC3)cc2)n1 | 3 | 37 | i | 40 | -1 | 0 | -1 | 8 | -3 | 1
O=C(Nc1ccc2oc(-c3ccccc3F)nc2c1)c1ncn[nH]1 | 20 | 8 | i | 10 | 3 | -6 | 0 | 3 | 7 | 3
COc1ccc(C(C(=O)NC2CCCCC2)N(C(=O)Cc2c[nH]c3ccccc23)c2ccccc2)cc1OC (stereo not drawn) | 17 | 42 | . | 38 | 7 | 0 | 0 | 0 | -4 | -10
Cc1cc(NC(=O)C(=O)c2c(C)[nH]c3ccccc23)no1 | -2 | -11 | i | -19 | 0 | -18 | -4 | -5 | 0 | 7
C/C(=C\C(=O)c1ccc(C)cc1)NCc1ccc(F)cc1 | 6 | 15 | i | 6 | -4 | 1 | -1 | -7 | 2 | -4
CCOC(=O)C1C(=O)C=C(c2ccc(NS(C)(=O)=O)cc2)CC1c1ccco1 (stereo not drawn) | 7 | 13 | i | -5 | -2 | 0 | -1 | 2 | 7 | 7
COc1ccc(C2=NOC(C(=O)N3CCN(C(=O)c4ccco4)CC3)C2)cc1OC (stereo not drawn) | 2 | 21 | i | 20 | 1 | 2 | -2 | -8 | -6 | 0
CC1(C)CC2CC(C)(CN2C(=O)COC(=O)c2n[nH]c(=O)c3ccccc23)C1 (stereo not drawn) | 0 | 10 | i | -6 | 2 | 1 | 0 | -4 | 1 | -3
Nc1nc(SCC(=O)N2CCCCC2)[nH]c(=O)c1NC(=O)c1cccs1 | -1 | 53 | i | 0 | 2 | 2 | 0 | -6 | -3 | 0
CC(NC(=O)c1cccc(F)c1)C(c1cccs1)N1CCN(C)CC1 (stereo not drawn) | -3 | 21 | i | -8 | 0 | -14 | 1 | 0 | 5 | 4

Assay outcomes as filed in PubChem.
